beta cell repl = inducers of MIN6 beta-cell proliferation, primary screen, ATP luminescence, uHTS; proliferation, % at 10 µM; MIN6 cells proliferation, ATPlite luminescence, 48 h; cells starved in 0.2% serum; 100% = growth in 10% serum; 330,000 tested, 0.29% active; AID 2380, 2010;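 active = compounds whose signal lies at least 3.5 SD above the mean of all wells on their plate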;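 note: 0% = DMSO-treated cells in low-serum medium and 100% = 10% serum control; some compounds called inactive have numbers as strong as hits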
UBC13 inh = UBC13 polyubiquitin chain formation inhibitors, primary screen, biochemical, TR-FRET, uHTS. inhibition, % at 20 µM. 330,000 tested, 0.47% active; in the data active = inhibition above about 45%, passing the limit was not always enough
Target sequence (P61088 whole entry, looked up): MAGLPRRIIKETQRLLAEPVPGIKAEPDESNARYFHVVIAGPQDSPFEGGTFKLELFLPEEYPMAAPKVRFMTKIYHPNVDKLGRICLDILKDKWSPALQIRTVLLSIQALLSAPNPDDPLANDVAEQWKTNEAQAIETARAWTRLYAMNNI
HKDC1 inh = HKDC1 hexokinase inhibitors, primary screen, biochemical, fluorescence, uHTS; recombinant HKDC1, G6PDH/diaphorase resazurin coupled fluorescence; inhibition, % at 20 µM; AID 493160, 2011; 340,000 tested, 0.16% active;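 active = inhibition above about 35% when tested at 20 µM, limit read from the data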;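 note: plate controls were DMSO wells with enzyme for no effect and DMSO wells lacking enzyme for full effect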
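System: Recombinant HKDC1 hexokinase | Amount: HKDC1 at 5 µg/mL | Reagent: Glucose with 1 mM ATP | Doses: Single 20 µM dose | Incubation: Reaction time 90 min, room temperature, protected from light | Signal: Coupled resazurin fluorescence, excitation 525 nm, emission 613 nm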
SENP8 block-1 = SENP8 protease inhibitors, primary screen, biochemical, luminescence; Sentrin-specific protease 8 (Homo sapiens), Q96LD8; purified SENP8, Z-RLRGG-aminoluciferin cleavage; inhibition, % at 10 µM; 330,000 tested, 1.2% active; AID 2540, 2010; in the data active = inhibition above about 50%
Target sequence (Q96LD8 whole entry, looked up): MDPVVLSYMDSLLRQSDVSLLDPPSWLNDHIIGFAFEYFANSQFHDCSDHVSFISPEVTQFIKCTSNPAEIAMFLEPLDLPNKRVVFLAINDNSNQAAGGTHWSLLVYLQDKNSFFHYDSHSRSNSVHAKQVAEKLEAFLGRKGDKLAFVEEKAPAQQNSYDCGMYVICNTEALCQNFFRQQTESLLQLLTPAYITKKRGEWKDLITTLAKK
PfGluPho inh = PfG6PD enzyme inhibitors, primary screen, biochemical, fluorescence intensity, uHTS. inhibition, % at 20 µM. PfGluPho enzyme, NADPH resazurin-diaphorase fluorescence. 350,000 tested, 0.78% active. AID 504690, 2011;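 active = inhibition reaching at least a set limit at 20 µM in the primary screen, cut at about 59% in these data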;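 note: 0% = DMSO wells with substrate and 100% = DMSO wells lacking glucose-6-phosphate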
SENP8 block-2 = human SENP8 protease inhibitors, primary screen, biochemical, fluorescence, Nedd8 protein substrate, uHTS; inhibition, % at 20 µM; 360,000 tested, 0.64% active; Sentrin-specific protease 8 (Homo sapiens), Q96LD8; recombinant SENP8; AID 602440, 2012; in the data active = inhibition mostly above about 40%, no sharp cut-off; inactive = mostly below about 27%
SENP7 block = SENP7 protease inhibitors, primary screen, biochemical, luminescence, uHTS; recombinant SENP7, Z-RLRGG-aminoluciferin luminescence, 40 min; Sentrin-specific protease 7 (Homo sapiens), Q9BQF6; inhibition, % at 5 µM; 330,000 tested, 1.5% active;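 active = inhibition above about 50% at the single test dose, limit read from the data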;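 note: plate controls were DMSO with enzyme for no effect and no enzyme buffer wells for full effect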
Target sequence (Q9BQF6 706-1050 limits assumed): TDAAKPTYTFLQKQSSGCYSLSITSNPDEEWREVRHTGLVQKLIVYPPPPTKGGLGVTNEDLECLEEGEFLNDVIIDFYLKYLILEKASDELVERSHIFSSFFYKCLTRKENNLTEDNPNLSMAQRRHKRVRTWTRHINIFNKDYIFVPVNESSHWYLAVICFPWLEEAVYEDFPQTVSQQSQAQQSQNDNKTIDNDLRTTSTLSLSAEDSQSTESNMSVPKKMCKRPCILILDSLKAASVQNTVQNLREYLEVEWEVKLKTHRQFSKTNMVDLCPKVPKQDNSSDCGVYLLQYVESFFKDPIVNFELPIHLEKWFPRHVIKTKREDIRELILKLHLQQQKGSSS
SENP1 FRET inh = human SENP1 catalytic domain inhibitors, primary screen, biochemical, FRET, uHTS; 360,000 tested, 0.21% active; Sentrin-specific protease 1 (Homo sapiens), Q9P0U3; recombinant SENP1 catalytic domain, CyPet-SUMO1-YPet FRET cleavage; inhibition, % at 10 µM;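 active = inhibition at least 30% at 10 µM, raw YFP signal under a set limit, fluorescence ratio 0.5 to 1.5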;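 note: 0% = enzyme with DMSO and 100% = no enzyme wells; some results filed as inactive read as strong as hits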
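Material – human SENP1 catalytic domain · Input – SENP1 enzyme, 20 pM final · Compound dosing – single concentration of 10 µM compound, 0.5% DMSO final · Timing – enzyme reaction for 50 min at room temperature, dark · Measured by – FRET fluorescence in CFP and YFP emission channels · Control set – no-enzyme wells low, DMSO-plus-enzyme wells high control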
SENP6 block = SENP6 protease inhibitors, primary screen, biochemical, luminescence, uHTS; AID 2599, 2010; 330,000 tested, 1.8% active; Recombinant SENP6 catalytic domain, aminoluciferin luminescence; inhibition, % at 10 µM; Sentrin-specific protease 6 (Homo sapiens), Q9GZR1;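 active = inhibition above about 50% at the single tested dose, limit read from the data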;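 note: plate controls were DMSO wells with enzyme for no effect and DMSO wells lacking enzyme for full effect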
* hit, by the source's call; · = no result given. The order is random. About 4% of those tested had a hit in this group.

The opening 2 records as a preview:
SMILES	beta cell repl	UBC13 inh	HKDC1 inh	SENP8 block-1	PfGluPho inh	SENP8 block-2	SENP7 block	SENP1 FRET inh	SENP6 block
CSCC[C@H](NS(=O)(=O)c1ccc(C)cc1)C(=O)N1CCC(C(=O)N[C@@H](Cc2ccc(O)cc2)C(=O)O)CC1	3	-4	0	-6	-13	21	-2	5	-3
COc1ccc(CNC(=O)c2cc3ccccc3o2)cc1OC	-4	-7	4	-8	-17	18	-13	0	-5

All compounds of this part, previewed entries included:
SMILES	beta cell repl	UBC13 inh	HKDC1 inh	SENP8 block-1	PfGluPho inh	SENP8 block-2	SENP7 block	SENP1 FRET inh	SENP6 block
CSCC[C@H](NS(=O)(=O)c1ccc(C)cc1)C(=O)N1CCC(C(=O)N[C@@H](Cc2ccc(O)cc2)C(=O)O)CC1	3	-4	0	-6	-13	21	-2	5	-3
COc1ccc(CNC(=O)c2cc3ccccc3o2)cc1OC	-4	-7	4	-8	-17	18	-13	0	-5
CCCCC(=O)Nc1nnc(SCC(=O)NCC2CCCO2)s1 (stereo not given)	-3	0	-5	-2	-5	2	-4	-1	-7
Cc1oc2cc(O)cc(O)c2c(=O)c1-c1ccc2c(c1)OCCCO2	-1	-3	-7	0	-7	19	1	0	11
CCOC(=O)c1[nH]c(C)c(C(=O)Nc2ccc(C)c(C)c2)c1C	-3	6	-3	-3	0	10	6	1	-1
Cc1cc(C)c2c(CC(=O)NCc3ccco3)coc2c1	-4	-1	-8	1	-8	15	7	-2	11
CCOC(=O)c1ccc(NC(=S)N2CCC(O)CC2)cc1	0	3	-15	-1	21	4	-3	0	3
COc1nc(N(C#N)CC(N)=O)nc(N2CCCC2)n1	1	-11	1	-11	12	4	-11	2	-14
OC(COc1ccccc1CNCc1cccnc1)CN1CCc2ccccc2C1 (stereo not given)	-3	-5	-8	0	5	27	-5	0	-15
COc1ccc([C@]2(C(C)C)ON(c3ccccc3C(F)(F)F)C2=O)cc1	-7	0	0	-1	15	26	-1	1	-6
CC(=O)N(Nc1ccccc1)c1ccccc1	4	5	-9	0	8	13	3	0	8
O=C(c1ccccc1)c1cncc(Br)c1	-1	-2	0	-4	-3	31	-16	0	-13
CCCCN(C)C(=O)Cc1c(OC)ccc2cc(Br)ccc12	0	-17	-4	-4	4	-4	-2	-2	-20
COC(=O)/C(=C/N(C)C)C(=O)N1CCN(c2ccc(Cl)c(Cl)c2)CC1	0	6	-4	0	-6	5	2	-15	3
O=C1CCCCC1C(Nc1ccc(Cl)cc1)c1ccccc1 (stereo not given)	-4	6	11	-1	-5	20	3	4	-7
FC(F)(F)c1ccc(C2[C@H]3CN(CC4CCCCC4)[C@H](c4ccccc4)C34CC2(c2cccnc2)C4)cc1 (stereo not given in full)	-8	-6	2	-2	13	14	1	-7	0
O=C(N/N=C/c1c(F)c(F)c(F)c(F)c1F)c1cc(-c2ccccc2)nc2ccccc12	2	-6	-7	-1	-17	-5	1	1	-2
CCC(C)c1ccc(S(=O)(=O)N2CCN(CC(O)CN3CCOCC3)CC2)cc1 (stereo not given)	-4	-1	-1	8	11	12	-1	1	-2
COc1ccc(CNC(=O)CCSCc2cccc(Cl)c2)c(OC)c1	-3	26	-7	-7	-2	7	4	0	3
Cc1cccc(NC(=O)NNC(=O)COc2ccc(Cl)cc2)c1	-1	0	-9	3	-8	10	-3	-1	6
O=C(/C=C/c1ccc([N+](=O)[O-])cc1)N1CCN(Cc2ccccc2)CC1	-4	-5	-2	-10	2	22	-11	1	-7
COc1ccc(NC(=O)CC2CCCC2)cc1OC	-1	-2	-1	-4	-1	12	10	3	-37
O=C(Oc1ccc(-c2nnco2)cc1)N1CCOCC1	0	-6	-5	-9	2	15	-16	0	-27
CC(C)(CCc1ccccn1)C(=O)CCCc1ccccn1	·	·	-2	·	0	1	·	1	·
Cc1cccc(C)c1OCC(=O)NNC(=O)Nc1ccc(Cl)cc1	1	4	-4	-8	-8	20	-1	2	-1
COc1ccc(NC(=O)C2CCCN2S(=O)(=O)c2cccs2)c([N+](=O)[O-])c1 (stereo not given)	4	-1	-1	-1	2	24	-5	1	-1
CC(C)(C)NC(=O)CSc1nnnn1C(C)(C)C	-1	-2	-1	-7	-6	11	-10	2	-1
O=C(CN(c1ccc([N+](=O)[O-])cc1)S(=O)(=O)c1ccccc1)N1CCCCC1	0	-12	-4	-6	-9	10	-2	-3	-25

Quoted from the entries so far (2 entries):
SMILES	beta cell repl	UBC13 inh	HKDC1 inh	SENP8 block-1	PfGluPho inh	SENP8 block-2	SENP7 block	SENP1 FRET inh	SENP6 block
CC(C)(C)NC(=O)CSc1nnnn1C(C)(C)C	-1	-2	-1	-7	-6	11	-10	2	-1
O=C(CN(c1ccc([N+](=O)[O-])cc1)S(=O)(=O)c1ccccc1)N1CCCCC1	0	-12	-4	-6	-9	10	-2	-3	-25

Given bar-delimited: part of the list above
molecule | beta cell repl | UBC13 inh | HKDC1 inh | SENP8 block-1 | PfGluPho inh | SENP8 block-2 | SENP7 block | SENP1 FRET inh | SENP6 block
FC(F)(F)c1ccc(C2[C@H]3CN(CC4CCCCC4)[C@H](c4ccccc4)C34CC2(c2cccnc2)C4)cc1 (stereo not given in full) | -8 | -6 | 2 | -2 | 13 | 14 | 1 | -7 | 0
O=C(CN(c1ccc([N+](=O)[O-])cc1)S(=O)(=O)c1ccccc1)N1CCCCC1 | 0 | -12 | -4 | -6 | -9 | 10 | -2 | -3 | -25

Taken from above:
In SENP6 block, CCOC(=O)c1ccc(NC(=S)N2CCC(O)CC2)cc1 has 3
In SENP6 block, OC(COc1ccccc1CNCc1cccnc1)CN1CCc2ccccc2C1 (stereo not given) has -15
In SENP6 block, COC(=O)/C(=C/N(C)C)C(=O)N1CCN(c2ccc(Cl)c(Cl)c2)CC1 has 3
In SENP6 block, COc1ccc(NC(=O)CC2CCCC2)cc1OC has -37
In SENP8 block-1, Cc1cccc(NC(=O)NNC(=O)COc2ccc(Cl)cc2)c1 has 3
In SENP8 block-2, O=C(N/N=C/c1c(F)c(F)c(F)c(F)c1F)c1cc(-c2ccccc2)nc2ccccc12 has -5
In UBC13 inh, O=C(/C=C/c1ccc([N+](=O)[O-])cc1)N1CCN(Cc2ccccc2)CC1 has -5
